G9a block – qHTS Assay for Inhibitors of Histone Lysine Methyltransferase G9a. G9a H3K9 monomethylation, AlphaScreen, 2 h. Potency, µM (titrated, usually from 102 µM), for inactives: top-dose activity, negative = inhibition, hits mostly inhibitors. 350,000 tested, 8.8% active. AID 504332, 2011; further: on the % scale 0 is the no-effect control and ±100 the full control effect; nearly all actives have a fitted effect of over 75% in size
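Quantitative HTS format: methyltransferase activity on a biotin-tagged H3K9 peptide is measured by AlphaScreen, using a rabbit anti-monomethyl-H3K9 antibody with streptavidin donor and anti-IgG acceptor beads. Final levels are 20 nM enzyme, 500 nM peptide, 20 uM SAM; 2 h RT.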
JMJD2A Tudor inh – qHTS Assay for Inhibitors of JMJD2A-Tudor Domain. AlphaScreen JMJD2A-Tudor / H3K4me3 peptide binding. AID 504339, 2011. Lysine-specific demethylase 4A (Homo sapiens), O75164. Potency, µM (doses to about 114 µM), inactives show at the highest dose activity change, negative = inhibition, actives largely listed as inhibitors. 390,000 tested, 4.4% active; further: on the % scale 0 is the no-effect control and ±100 the full control effect; nearly all actives have a fitted effect of over 50% in size
BLM helicase inh – qHTS Assay for Inhibitors of Bloom's syndrome helicase (BLM). RecQ-like DNA helicase BLM (Homo sapiens), P54132. recombinant BLM DNA unwinding, fluorescence dequenching. Potency, µM (series often up to 56.1 µM), for inactives: top-dose activity change, negative = inhibition, hits mostly inhibitors. 350,000 tested, 0.2% active. AID 2528, 2010;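 further: plate controls were vehicle for no effect and no enzyme for full effect; nearly all actives have a fitted effect of over 35% in size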
BAZ2B block – qHTS Assay for Inhibitors of BAZ2B; Bromodomain adjacent to zinc finger domain protein 2B (Homo sapiens), Q9UIF8; 360,000 tested, 4.4% active; Potency, µM (highest dose often 114 µM), inactives show at the highest dose activity change, negative = inhibition, most hits filed as inhibitors; AID 504333, 2011; AlphaScreen BAZ2B-H3K14Ac peptide displacement; further: on the % scale 0 is the no-effect control and ±100 the full control effect; nearly all actives have a fitted effect of over 60% in size
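Compounds, titrated to a top concentration of 110 uM, were incubated 30 min at room temperature with preformed BAZ2B/acetyl-K14 H3 peptide complex (50 nM each). Proximity signal was measured by AlphaScreen after 20 min with beads.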
Pol iota inh – qHTS for Inhibitors of Polymerase Iota | 390,000 tested, 1% active | Pol iota fluorescent replication assay, 10 min | Potency, µM (doses to about 115 µM), for inactives: at the top dose activity, negative = inhibition, actives largely listed as inhibitors | AID 588590, 2011 | DNA polymerase iota (Homo sapiens), Q9UNA4
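Fluorescent replication assay read twice, at 0 min and 10 min after adding 50 nM (final) substrate. Enzyme (10 nM) and compounds were first incubated 15 min at room temperature; enzyme-free buffer wells were negative controls.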
HP1b chromo inh – HTS for Inhibitors of HP1-beta Chromodomain Interactions with Methylated Histone Tails; Potency, µM (titrated, usually from 114 µM), for inactives: at the top dose activity change, negative = inhibition, usual class: inhibitors; AlphaScreen HP1-beta / biotin-H3K9me3 peptide binding; Chromobox protein homolog 1 (Homo sapiens), P83916; 390,000 tested, 0.56% active; further: nearly all actives have a fitted effect of over 70% in size; inactives centre near 23
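AlphaScreen: HP1-beta (50 nM) preformed 30 min with biotin-H3(1-18)K9me3 peptide (50 nM) in PBS pH 7.4, 0.01% Tween-20. Compound added for 30 min at RT, then streptavidin donor/nickel chelate acceptor beads (10 ug/mL) for 30 min.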
PGK inhibitor – qHTS Assay to Find Inhibitors of Phosphoglycerate Kinase. Phosphoglycerate kinase, glycosomal (Trypanosoma brucei brucei), P07378. PGK/GAPDH coupled, Kinase-Glo luminescence, 60 min. Potency, µM (titrated, usually from 57.5 µM), without a hit: top-dose activity change, negative = inhibition, actives largely listed as inhibitors. 380,000 tested, 0.043% active; further: on the % scale 0 is the no-effect control and ±100 the full control effect; nearly all actives have a fitted effect of over 60% in size
Target sequence (P07378 whole entry, looked up): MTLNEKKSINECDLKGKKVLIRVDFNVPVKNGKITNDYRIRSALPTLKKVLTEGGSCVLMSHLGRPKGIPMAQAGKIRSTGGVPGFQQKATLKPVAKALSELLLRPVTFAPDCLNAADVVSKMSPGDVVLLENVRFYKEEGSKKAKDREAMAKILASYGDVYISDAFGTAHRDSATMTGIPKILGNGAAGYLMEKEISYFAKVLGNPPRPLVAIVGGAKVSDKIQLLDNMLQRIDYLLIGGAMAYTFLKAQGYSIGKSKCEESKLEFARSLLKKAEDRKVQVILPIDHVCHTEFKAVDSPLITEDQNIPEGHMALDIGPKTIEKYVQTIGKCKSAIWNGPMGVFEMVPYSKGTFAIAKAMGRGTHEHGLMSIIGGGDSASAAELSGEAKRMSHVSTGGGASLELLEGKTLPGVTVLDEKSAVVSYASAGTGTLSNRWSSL
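Recombinant glycosomal PGK reaction used 1,3-bisphosphoglycerate generated in-well by GAPDH (100nM final) in 100mM TEA pH 7.6, 5mM MgCl2, 0.01% Tween-20. After 60 minutes at room temperature, ATP was read by Kinase-Glo Plus luminescence end-point.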
GLS inhibitor – qHTS for Inhibitors of Glutaminase (GLS); Glutaminase kidney isoform, mitochondrial (Homo sapiens), O94925; GLS enzymatic activity, qHTS titration; Potency, µM (top dose mostly 45.5 µM), for inactives: at the highest dose activity change, negative = inhibition, actives largely listed as inhibitors; 410,000 tested, 0.21% active; AID 624170, 2012; further: on the % scale 0 is the no-effect control and ±100 the full control effect
Target sequence (O94925 whole entry, looked up, canonical isoform): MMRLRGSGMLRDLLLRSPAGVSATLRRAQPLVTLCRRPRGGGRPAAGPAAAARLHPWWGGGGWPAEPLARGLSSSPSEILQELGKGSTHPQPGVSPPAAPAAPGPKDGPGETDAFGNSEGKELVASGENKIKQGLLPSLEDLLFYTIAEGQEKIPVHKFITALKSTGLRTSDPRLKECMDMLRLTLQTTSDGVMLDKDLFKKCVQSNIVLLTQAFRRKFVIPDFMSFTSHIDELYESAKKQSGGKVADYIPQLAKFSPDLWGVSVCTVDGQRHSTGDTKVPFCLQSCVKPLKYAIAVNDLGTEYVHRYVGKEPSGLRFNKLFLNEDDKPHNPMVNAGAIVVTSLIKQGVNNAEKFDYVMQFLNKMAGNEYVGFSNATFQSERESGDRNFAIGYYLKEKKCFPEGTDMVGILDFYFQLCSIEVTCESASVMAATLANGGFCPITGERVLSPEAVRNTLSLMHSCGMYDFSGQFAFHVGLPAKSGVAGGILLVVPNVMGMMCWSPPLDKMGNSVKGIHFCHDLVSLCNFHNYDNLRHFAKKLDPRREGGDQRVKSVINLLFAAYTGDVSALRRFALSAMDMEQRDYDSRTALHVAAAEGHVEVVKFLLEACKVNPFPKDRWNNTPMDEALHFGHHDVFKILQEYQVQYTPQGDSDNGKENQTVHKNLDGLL
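Coupled fluorescence readout: glutamate oxidase/HRP/Amplex Red detect glutamate formed by hKGA from L-glutamine (1 mM solution added). Buffer 45 mM KH2PO4 pH 8.2, 0.02% Tween-20; reads at t0 and 30 min RT.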
Pin1 inh – qHTS Assay to Find Inhibitors of Pin1. Peptidyl-prolyl cis-trans isomerase NIMA-interacting 1 (Homo sapiens), Q13526. Pin1 FP peptide displacement, HiFluor488, 10 min. Potency, µM (titrated, usually from 115 µM), for the others: at the top dose activity, negative = inhibition, hits mostly inhibitors. 390,000 tested, 0.009% active; active means well fitted inhibition curve with a large enough effect in the polarisation, with a control signal flat, not every such curve was filed as active; inconclusive means small, poorly fitted or top-dose-only effect, or effect the other way, or a change in a side signal; inactive means no such curve, though single readings can be large or run the other way; the % refers to the polarisation; further: on the % scale 0 is the no-effect control and ±100 the full control effect
An asterisk follows results filed as active; i = inactive; ? = inconclusive; . = not tested or not shown; [ ] = remark or other dose. Unless noted, the call rests on the fitted dose curve; in most records, active means well fitted curve in the direction sought with a large enough effect; inconclusive means small, poorly fitted or top-dose-only effect, or another doubt; inactive means no such curve, though single readings can be large; an effect the other way counts as inactive or inconclusive. Potency means the concentration at half of the fitted maximal effect. Only part of the results is shown; rates above refer to the full screens.

Sample of the layout:
1) COc1ccccc1NC(=O)Cc1coc2cc(C)ccc12
2) COc1ccc(-c2nn(-c3ccccc3)cc2C(=O)Nc2ccc(C(=O)O)cc2)cc1OC

Assay by compound,1,2
G9a block,-4%,9%
JMJD2A Tudor inh,10%,-13%
BLM helicase inh,-14%,1%
BAZ2B block,?,-15%
Pol iota inh,16%,33%[activator]
HP1b chromo inh,32%,15%
PGK inhibitor,7%,-8%
GLS inhibitor,-1%,-10%
Pin1 inh,7%,4%

Main list, from the start:
1) COc1ccccc1NC(=O)Cc1coc2cc(C)ccc12
2) COc1ccc(-c2nn(-c3ccccc3)cc2C(=O)Nc2ccc(C(=O)O)cc2)cc1OC
3) COc1cc(/C=N/n2c(=S)[nH]nc(C)c2=O)cc([N+](=O)[O-])c1O
4) CC(=O)N1CCc2c(sc3c2c(=O)n(-c2ccccc2)c(=O)n3CC(=O)c2ccc(Cl)cc2)C1
5) CCCOc1ccc(C(=O)Nn2c(C)nc3ccccc3c2=O)cc1

Assay by compound,1,2,3,4,5
G9a block,-4%,9%,11%,2%[59 µM],-1%
JMJD2A Tudor inh,10%,-13%,?,-12%,-7%
BLM helicase inh,-14%,1%,-2%,-5%,-9%
BAZ2B block,?,-15%,-19%,4%,-5%
Pol iota inh,16%,33%[activator],5%,22%,16%
HP1b chromo inh,32%,15%,37%,18%,9%
PGK inhibitor,7%,-8%,3%,-9%,.
GLS inhibitor,-1%,-10%,0%,-14%,-3%
Pin1 inh,7%,4%,?,2%,1%

6) COc1ccc(CCNC(=O)c2csc3c2CCCC3)cc1
7) C/C(=N/NS(=O)(=O)c1ccc(C)cc1)c1ccc(NC(=O)C(F)(F)F)cc1
8) CN(CC(=O)Nc1ccc(S(=O)(=O)N2CCCC2)cc1)Cc1ccc(Cl)cc1
9) O=C(CN1C(=O)C(=O)N(C2CCCC2)C1=O)Nc1ccc(N2CCOCC2)cc1
10) Cc1cccc(C)c1NC(=O)CN(C)S(=O)(=O)c1ccc2[nH]c3c(c2c1)CCCC3

Assay by compound,6,7,8,9,10
G9a block,?,-7%[59 µM],3%[59 µM],?,14µM*
JMJD2A Tudor inh,-10%,-14%,-14%,-15%,?
BLM helicase inh,-8%,0%,-4%,-3%,-14%
BAZ2B block,-16%,2%,-7%,-31%,40µM*
Pol iota inh,105%[activator],30%,-3%,119%[activator],-7%
HP1b chromo inh,55%[activator],17%,28%,15%,-8%
PGK inhibitor,0%,i,0%,-1%,4%
GLS inhibitor,-7%,2%,-4%,0%,6%
Pin1 inh,-4%,-8%,-1%,0%,4%

11) CCn1ncc(C2=NOC(C(=O)Nc3ccccc3C(=O)OC)C2)c1C (stereo not given)
12) O=C(Cc1ccc([N+](=O)[O-])cc1)Nc1nccs1
13) O=C(NC1=C(Nc2ccc(Cl)cc2)C(=O)c2ccccc2C1=O)c1ccccc1
14) CCN(CC)S(=O)(=O)c1ccc(N2CCCCC2)c(NC(=O)/C=C/c2ccc(OC)c(OC)c2)c1
15) O=C1CCN(CCc2ccccc2)CCN1[C@H](CSc1ccc(Br)cc1)Cc1ccccc1

Assay by compound,11,12,13,14,15
G9a block,12%[59 µM],.,7.9µM*,14%[59 µM],-36%[59 µM]
JMJD2A Tudor inh,-22%,-6%,-3%[57.1 µM],-10%,-31%
BLM helicase inh,-3%,1%,-7%,-2%,-10%
BAZ2B block,3%,-17%,?,3%,-31%
Pol iota inh,16%,48%[activator],22%,16%,5%
HP1b chromo inh,-5%,40%[activator],?,28%,5%
PGK inhibitor,-3%,-4%,-11%,2%,-3%
GLS inhibitor,0%,3%,5%,-1%,-3%
Pin1 inh,-3%,-11%,9%,3%,34%[activator]

16) O=C1CC(N(Cc2cccs2)C(=O)Nc2ccccc2)C(=O)N1c1ccc(Cl)cc1 (stereo not given)
17) C/C(=N\NC(=O)CSCc1ccc([N+](=O)[O-])cc1)c1ccccc1O
18) COc1ccccc1NC(=O)CSC1=NC(=O)C(NC(C)=O)C(=O)N1 (stereo not given)
19) CCCCOC(=O)Nc1ccccc1C(=O)OC
20) Cc1ccc(Cl)cc1NC(=O)COC(=O)CC1CC2CCC1C2 (stereo not given)

Assay by compound,16,17,18,19,20
G9a block,23%[59 µM],14%[59 µM],9%[12.7 µM],36%[12.7 µM],54%[activator]
JMJD2A Tudor inh,-21%,-5%,-34%,134%[activator],60%[activator]
BLM helicase inh,-3%,-1%,1%,-2%,-10%
BAZ2B block,7%,?,1%,46%[activator],26%
Pol iota inh,14%,23%,6%,4%,-11%
HP1b chromo inh,31%,36%,21%,168%[activator],114%
PGK inhibitor,-2%,-3%,5%,0%,-5%
GLS inhibitor,-6%,0%,5%,?,-8%
Pin1 inh,1%,-11%,-1%,-3%,5%

Profiles, quoted from the list:
CCN(CC)S(=O)(=O)c1ccc(N2CCCCC2)c(NC(=O)/C=C/c2ccc(OC)c(OC)c2)c1 across the screens: G9a block: 14%[59 µM]; JMJD2A Tudor inh: -10%; BLM helicase inh: -2%; BAZ2B block: 3%; Pol iota inh: 16%; HP1b chromo inh: 28%; PGK inhibitor: 2%; GLS inhibitor: -1%; Pin1 inh: 3%
COc1ccc(CCNC(=O)c2csc3c2CCCC3)cc1 across the screens: G9a block: ?; JMJD2A Tudor inh: -10%; BLM helicase inh: -8%; BAZ2B block: -16%; Pol iota inh: 105%[activator]; HP1b chromo inh: 55%[activator]; PGK inhibitor: 0%; GLS inhibitor: -7%; Pin1 inh: -4%

(further entries)
21) CCOc1cc(/C=N/O)cc(Cl)c1OC
22) Cc1ccc(C(=O)NC(NC(=O)c2ccc(C)cc2)c2cccc([N+](=O)[O-])c2)cc1
23) COc1ccc(C(=O)OCC(=O)N(C)C2CCS(=O)(=O)C2)cc1Br (stereo not given)
24) O=S(=O)(Nc1cccc(-c2nc3cccnc3s2)c1)c1cccs1
25) COC(F)(C(=O)Nc1ccc2c(c1)C(=O)NC2=O)C(F)(F)F (stereo not given)

Assay by compound,21,22,23,24,25
G9a block,-6%[12.7 µM],?,5%[12.7 µM],3%,2%[59 µM]
JMJD2A Tudor inh,2%,-21%[57.1 µM],-10%,-8%,-17%
BLM helicase inh,-11%,-9%,.,-2%,1%
BAZ2B block,10%,8%,10%,-2%,2%
Pol iota inh,20%,-1%,-1%,39%[activator],17%
HP1b chromo inh,25%,37%,40%[activator],22%,12%
PGK inhibitor,i,i,-1%,4%,-1%
GLS inhibitor,-2%,8%,8%,-3%,-24%
Pin1 inh,-2%,1%,-7%,3%,-13%

26) CC(C)(C)OC(=O)N1CCC[C@H]1c1nnc(SCc2ccccc2)o1
27) CC(CCC(=O)O)C1CC[C@@]2(C)C3C(=O)CC4C(C)(C)C(O)CC[C@]4(C)C3C(=O)C[C@]12C (stereo not given in full)
28) CCCc1cc2c(=O)n(NC(=O)c3nn(C)cc3[N+](=O)[O-])c(C)nc2s1
29) CC(C)c1ccc(CNn2cnnc2)cc1
30) CCc1ccc(-n2nc(CO)c(C(=O)NCc3cccs3)n2)cc1

Assay by compound,26,27,28,29,30
G9a block,?,?,14%[59 µM],-19%,-2%[59 µM]
JMJD2A Tudor inh,7%,-17%,-33%,?,6%
BLM helicase inh,0%,-2%,3%,2%,1%
BAZ2B block,-8%,0%,9%,0%,2%
Pol iota inh,-4%,12%,-9%,37%[activator],?
HP1b chromo inh,-5%,41%[activator],19%,26%,38%
PGK inhibitor,-3%,-1%,-2%,-3%,-3%
GLS inhibitor,0%,2%,-5%,38%[activator],4%
Pin1 inh,1%,-8%,1%,0%,-8%

31) O=C(CN1C(=O)NC2(CCCC2)C1=O)OCCOc1ccc(Br)cc1
32) O=S(=O)(NCCc1ccc(F)cc1)c1cccc2cccnc12
33) C=CCn1c(SCC(=O)N2CCN(c3ccc(F)cc3)CC2)nnc1-c1cccs1
34) Cc1ccc(NC(=O)CSc2nn(-c3ccccc3)c(=S)s2)cc1S(=O)(=O)N(C)C
35) COc1ccc(-c2nc(NC(=O)C3=NN(c4cccc(C)c4)C(=O)CC3)sc2C)cc1
36) CCC(NC(=O)/C(=C\c1ccc2c(c1)OCO2)NC(C)=O)C(=O)O (stereo not given)
37) COc1ccc(C(=O)CC(=O)Nc2ccc([N+](=O)[O-])cc2)cc1
38) O=C1CC(N2CCN(c3ncccn3)CC2)C(=O)N1CCc1ccccc1 (stereo not given)

Assay by compound,31,32,33,34,35,36,37,38
G9a block,3%[0.501 µM],-28%,-12%,-5%[59 µM],?,2%[59 µM],-22%[59 µM],.
JMJD2A Tudor inh,-9%,12%[11.4 µM],-9%,-26%,-29%,-8%,-34%,-13%
BLM helicase inh,.,0%,-1%,-12%,-9%,-1%,-4%,0%
BAZ2B block,-2%,-2%,-5%,-7%,?,-2%,-38%,-4%
Pol iota inh,74%[activator],55%[activator],3%,-2%,-19%,8%,-9%,?
HP1b chromo inh,30%,57%[activator],85%[activator],22%,11%,34%,-4%,25%
PGK inhibitor,-5%,-2%,-8%,-1%,i,4%,-1%,-1%
GLS inhibitor,-2%,1%,16%,2%,0%,1%,2%,-14%
Pin1 inh,-1%,-3%,2%,39%[activator],14%,-8%,-2%,-5%
